HCV NS3 hel inh: inhibitors of HCV NS3 helicase, primary screen, biochemical, Cy5 molecular beacon fluorescence | inhibition, % at 10.9 µM | NS3 helicase DNA unwinding | AID 1800, 2009 | 0.56% of 290,000 active;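 active means inhibition above the mean of all tested compounds plus 3 SD, set per campaign, cut at about 35% in these data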;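 further: 0% = DMSO wells and 100% = thioflavine S control wells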
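Measured by: Cy5 fluorescence, 0 and 60 min reads / Assay system: NS3 helicase fragment of HCV / Control set: low DMSO, high thioflavine S at 110 µM / Times: 1 h reaction at 25 °C, ATP-initiated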
UBC9 SUMO inh: inhibitors of in vitro SUMOylation cascade, primary screen, biochemical, HTRF, uHTS; HTRF SUMOylation assay, SAE1/SAE2 + UBC9; inhibition, % at 35 µM; 0.36% of 290,000 active; AID 2006, 2009; in the data active means inhibition above about 50%, passing the limit was not always enough; further: strong numbers were not always called active
Target sequence (P63279 whole entry, looked up): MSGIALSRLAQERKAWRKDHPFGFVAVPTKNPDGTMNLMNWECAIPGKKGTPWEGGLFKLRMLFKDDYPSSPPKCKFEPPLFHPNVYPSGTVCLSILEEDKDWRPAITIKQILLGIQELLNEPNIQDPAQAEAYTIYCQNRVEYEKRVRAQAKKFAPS
MEKK2 mut-MEK5: MEK5 binding signal on mutant MEKK2 PB1, primary screen, biochemical, multiplex bead flow cytometry, Alexa488-MEK5. Alexa488-MEK5 binding to MEKK2 mutant. percent response, % at 10 µM. 0.35% of 290,000 active; in the data active means percent response above about 24%, passing the limit was not always enough; further: inactives centre near 1; some results filed as inactive read as strong as hits
MEKK2 WT-MEK5: modulators of MEK5 binding to wildtype MEKK2, primary screen, biochemical, multiplex bead flow cytometry, Alexa488-MEK5. 1.1% of 290,000 active. Alexa488-MEK5 binding to MEKK2 WT; actives lie on both sides. AID 1531, 2009. binding response (% of control), % at 10 µM. Mitogen-activated protein kinase kinase kinase 2 (Homo sapiens), Q9Y2U5; in the data active means binding response below about 67% or above about 130%
PfM18AAP inh: PfM18AAP inhibitors, malaria aminopeptidase, primary screen, biochemical, QFRET, recombinant enzyme; M18 aspartyl aminopeptidase (Plasmodium falciparum 3D7); inhibition, % at 7.35 µM; H-Glu-NHMec fluorogenic cleavage; AID 1822, 2009; 1.2% of 290,000 active;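 active means inhibition above the campaign mean inhibition over all tested compounds plus 3 SD, cut at about 28% in these data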;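 further: 0% = plate median of test compound wells and 100% = 2 mM ZnCl2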
IMP-1 inhibitor: IMP-1 metallo-beta-lactamase inhibitors, primary screen, biochemical, epi-absorbance readout, Pseudomonas aeruginosa enzyme. AID 1556, 2009. 0.45% of 290,000 active. inhibition, % at 5.6 µM. purified IMP-1, nitrocefin hydrolysis, epi-absorbance fluorescence. metallo-beta-lactamase IMP-1 (Pseudomonas aeruginosa);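 active means inhibition above the mean plus 3 SD of all compounds in the same screening run, cut at about 4.5% in these data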;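 further: 0% = IMP-1 with DMSO and 100% = DMSO wells lacking enzyme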
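Test system: recombinant IMP-1 enzyme, purified / Medium: HEPES buffer pH 7.1 with ZnSO4 and Brij 35 / Doses: single dose, 5.6 µM / Times: 25 °C, 15 min preincubation, 25 min reaction / Detection: Epi-absorbance via hydrolysed-nitrocefin quenching of white-plate fluorescence, 480/530 nm, EDTA stop / Evaluation: percent inhibition from optical density relative to buffer-blank wells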
VIM-2 inh: VIM-2 metallo-beta-lactamase inhibitors, primary screen, biochemical, epi-absorbance readout, Pseudomonas aeruginosa enzyme. inhibition, % at 5.6 µM. AID 1527, 2009. purified VIM-2, nitrocefin hydrolysis, epi-absorbance fluorescence. 0.89% of 290,000 active;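 active means inhibition above the mean of all tested compounds plus 3 SD, cutoff set per screening run, cut at about 7.5% in these data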;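 further: red hydrolysis product quenches plate fluorescence so inhibitors raise well fluorescence; 0% = enzyme with DMSO and 100% = DMSO without enzyme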
NALP1 yeast inh: NALP1 inflammasome inhibitors in reconstituted yeast, colorimetric, S. cerevisiae, triplicate retest. S. cerevisiae NALP1/ASC/caspase-1 growth, X-gal OD620, 72 h. inhibition, % at 10 µM. 0.61% of 280,000 active. AID 2071, 2009; in the data active means inhibition mostly above about 24%, no sharp cut-off; inactive means mostly below about 32%; further: some compounds called inactive have numbers as strong as hits
DNA FID counter: compounds displacing fluorescent DNA intercalator, primary screen, artefact control for HCV NS3 helicase inhibitor project, biochemical, FID fluorescence. 0.17% of 290,000 active. inhibition, % at 7.9 µM. DNA fluorescent intercalator displacement. AID 1845, 2009; in the data active means inhibition above about 37%;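 further: 0% = vehicle and 100% = reference compound; higher means more ethidium bromide displaced from hairpin DNA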
* marks the source's active call; other numbers are inactive results; . = not tested or not shown; [ ] = another dose, or the depositor's remark.

canonical_smiles	HCV NS3 hel inh	UBC9 SUMO inh	MEKK2 mut-MEK5	MEKK2 WT-MEK5	PfM18AAP inh	IMP-1 inhibitor	VIM-2 inh	NALP1 yeast inh	DNA FID counter
COCC1CCN(C(=O)c2ccc3oc(CCCc4ccccc4)nc3c2)C1 (stereo not drawn)	-3	-1	11	113	1	-0.8	-4.0	6	-47
Cc1cc(=O)n2nc(N3CCCC(C(=O)NCc4ccccc4C)C3)sc2n1 (stereo not drawn)	13	21	3	104	3	-5.0	-4.4	18	-20
COCCN1CCCC(CNCc2cn(C)nc2-c2ccc(Oc3ccccc3)cc2)C1 (stereo not drawn)	-25	5	1	124	-10	-1.3	0.5	-4	29
COc1ccc(NC(=O)c2ccccc2N(Cc2ccccc2)S(C)(=O)=O)cc1	4	12	-2	97	-2	-0.3	-1.4	-11	-24
CN(C)c1nc(NCc2ccccc2)nc(Oc2ccc(=O)[nH]n2)n1	-5	21	2	102	-6	-3.4	-2.8	10	-13
O=S(=O)(c1ccc(N2CCN(CCO)CC2)nc1)N1CCCCC1	15	-10	3	100	2	-4.9	-4.0	10	2
CCOc1ccccc1NC(=S)NC(=O)C1CCCCC1	11	4	11	107	-3	-5.2	-3.1	2	-23
Cc1[nH]c2ccc(-c3nnc(SCC(=O)NCc4ccco4)n3Cc3ccccc3)cc2c1C	-5	21	2	102	-9	-5.3	-0.9	5	-41
O=C(CO/N=C/c1ccc(OC(F)F)cc1)NCc1ccco1	-4	3	-6	90	5	-2.2	-4.8	-14	-2
CCc1ccc(N(CC(=O)Nc2ccc(NC(C)=O)cc2)S(=O)(=O)c2ccccc2)cc1	6	13	-3	92	5	-1.4	-1.9	12	-13
Cn1c(NCCCN2CCOCC2)nc2c1c(=O)n(Cc1ccc(Cl)c(Cl)c1)c(=O)n2C	-26	0	-1	116	-8	-4.4	5.7	15	17
COc1cc(Cl)ccc1OCc1cc(C(=O)N2CC[C@@H]3CCCC[C@H]3C2)no1	-18	-2	9	107	-9	-1.6	-0.1	21	-33
CCOC(=O)CN(C(=O)Cn1nnc(-c2ccc(C)cc2)n1)C(CC)C(=O)NC1CCCC1 (stereo not drawn)	-3	21	6	107	-2	-1.2	-0.4	8	-35
CC(C)(C)c1ccc(S(=O)(=O)NCC(=O)N2CCCC2)cc1	0	20	3	100	-5	-4.3	-0.9	4	-17
CCCCC(CCC(=O)O)(C(=O)OCC)c1csc(N)n1 (stereo not drawn)	1	0	-4	100	-2	-4.4	-1.8	4	-3
O=C(NCC1CCCO1)c1cc(-c2ccncc2)nc2ccc(S(=O)(=O)N3CCOCC3)cc12 (stereo not drawn)	4	4	3	104	7	2.3	-1.2	12	-14
Cc1ccc(S(=O)(=O)NN2C(=O)/C(=C/c3cccnc3)SC2=S)cc1	14	25	6	102	6	-2.6	-4.1	-2	-29
O=S(=O)(c1cccc(-c2cn3ccccc3n2)c1)N1CCCCC1	-10	0	3	103	-1	-1.3	-1.6	-7	-22
Cc1ccc(Cn2ccc(NC(=O)c3nn(C)cc3Cl)n2)cc1	5	13	2	100	-1	-3.6	-3.7	18	-12
CCOc1ccccc1C1C(C(N)=O)=C(C)Nc2nc(CCCO)nn21 (stereo not drawn)	1	4	-9	97	-10	-1.2	-3.2	13	-2
Cc1cc(C)c(O)c(-c2n[nH]c3c2C(c2cccc(O)c2)N(Cc2ccco2)C3=O)c1 (stereo not drawn)	12	13	-7	87	17	-0.8	-1.0	9	-22
COc1ccc2c(c1)c(/C=N/Nc1nc3ccccc3[nH]1)c(C)n2C	-38	-37	51*	164*	11	-2.4	-3.6	21	7
C/C(=N\O)C1CC(CC(=O)O)C1(C)C (stereo not drawn)	-10	19	11	100	-5	-2.2	-2.2	23	-5
CC1CCC2(CC1)NC(=O)N(CC(=O)c1ccc3c(c1)OCO3)C2=O (stereo not drawn)	-4	-8	-3	98	-1	0.0	-2.3	9	-25
Cc1ccc(-c2nc(CS(=O)CC(=O)NCCCN3CCN(Cc4ccccc4)CC3)c(C)o2)cc1 (stereo not drawn)	-7	.	2	109	-2	-2.5	-1.0	-3	16
COc1ccc(C2OCC3(O)C(c4ccc(OC)c(OC)c4)OCC23)cc1OC (stereo not drawn)	.	10	4	104	.	.	.	-6	.
Cc1cc(C)c(C)c(S(=O)(=O)N2CCN(C(=S)NCC3CCCO3)CC2)c1C (stereo not drawn)	6	2	-8	82	-13	-0.3	-1.0	-8	-32
Cn1cccc1Cc1nnc(SCC(=O)NCc2ccccc2)n1-c1ccc(F)cc1	16	7	0	98	-2	-6.4	-3.2	16	-34
COc1cc(/C(=C/c2ccccc2)c2ccccc2)c2c(c1)oc1ccccc12	-18	13	-4	91	3	-3.0	-1.9	0	-6
O=C(Nc1nc2ccccc2s1)C1CCN(C(=O)c2ccco2)CC1	7	-2	3	100	1	-4.1	-2.1	4	-23
Cc1nc(-c2ccc3c(c2)OCCO3)cs1	4	13	-6	96	5	-2.4	-2.3	1	0
COc1ccc(NC(=O)c2cc(CC(C)C)on2)cc1OC	0	6	2	104	-3	-1.8	-0.8	22	-9
O=C(c1ccco1)N1CCN(c2cccc(Cl)c2)CC1	-2	6	-27	-2.0*[inhibitor]	1	-2.3	-1.1	2	-5
O=C(c1cccc(Cl)c1)C1CCCN(S(=O)(=O)c2ccccc2)C1 (stereo not drawn)	-5	3	7	102	1	-3.7	-1.9	0	-34
CCOC(=O)C1=C(O)/C(=C\c2ccc(CNC(=O)C(=O)Nc3ccccc3)o2)N=C1C	40*	19	8	96	23	-3.6	-4.6	17	-11
Cc1c(C#N)c2ccccc2n1CC(=O)N1CCCC1	2	4	14	107	0	-2.0	-1.1	14	-1
COCCNC(=S)N1CCc2cc(OC)c(OC)cc2C1COc1ccc(C(C)C)cc1 (stereo not drawn)	-7	-39	4	105	-8	-3.3	-4.8	20	-10
COc1cc(C(NC(C)=O)NC(C)=O)ccc1OCc1ccccc1	20	12	-2	85	-3	-3.3	-4.4	-16	1
Cc1cccn2c(=O)c3cc(S(=O)(=O)c4ccccc4)c(=N)n(Cc4ccco4)c3nc12	0	59	-19	85	-3	-1.2	0.4	-64	0
O=C(CCC(=O)OCC(=O)c1ccccc1)Nc1cccc(Cl)c1	-4	4	-1	102	3	-0.7	-3.3	28	3

Exported field by field: two of the compounds above.
COc1cc(C(NC(C)=O)NC(C)=O)ccc1OCc1ccccc1
- HCV NS3 hel inh = 20
- UBC9 SUMO inh = 12
- MEKK2 mut-MEK5 = -2
- MEKK2 WT-MEK5 = 85
- PfM18AAP inh = -3
- IMP-1 inhibitor = -3.3
- VIM-2 inh = -4.4
- NALP1 yeast inh = -16
- DNA FID counter = 1
Cc1cccn2c(=O)c3cc(S(=O)(=O)c4ccccc4)c(=N)n(Cc4ccco4)c3nc12
- HCV NS3 hel inh = 0
- UBC9 SUMO inh = 59
- MEKK2 mut-MEK5 = -19
- MEKK2 WT-MEK5 = 85
- PfM18AAP inh = -3
- IMP-1 inhibitor = -1.2
- VIM-2 inh = 0.4
- NALP1 yeast inh = -64
- DNA FID counter = 0

(list continues)
canonical_smiles	HCV NS3 hel inh	UBC9 SUMO inh	MEKK2 mut-MEK5	MEKK2 WT-MEK5	PfM18AAP inh	IMP-1 inhibitor	VIM-2 inh	NALP1 yeast inh	DNA FID counter
CCOC(=O)C1C(=O)NC(c2ccccc2)=NC1c1ccc(O)c(OC)c1 (stereo not drawn)	56*	9	9	107	2	-1.3	-3.4	-14	-7
CCOC(=O)c1ccc(NCc2cccnc2)cc1	-2	6	13	118	-1	0.7	0.7	18	-5
CCOc1ccccc1NC(=O)c1csc(C)c1C	-2	1	-3	99	-5	-1.9	-0.2	12	-23
Cc1ccc(CCNC(=O)c2cc(S(=O)(=O)N3CCCC3)cn2C)cc1	2	-6	3	104	0	-1.4	-1.5	2	-34
COc1ccc(C(=O)OCC(=O)NCCCc2ccccc2)cc1[N+](=O)[O-]	1	-6	4	104	-2	-2.2	-3.0	6	-2
CSc1ccc(CCNC(=O)CCc2nnc3ccc(N4CCOCC4)nn23)cc1	-12	10	3	106	1	-2.3	-3.8	13	-38
Cn1c(NNC(=O)CCC2CCCCC2)cc(=O)n(C)c1=O	0	15	-5	91	-6	-2.5	-2.7	27	-2
COc1cc(NC(=O)c2cc(-c3cccnc3)nc3ccc(Br)cc23)cc(OC)c1	-12	27	4	110	2	-2.1	-1.8	13	-4
Cc1cc(C)cc(OCC(=O)Nc2ccccc2C(=O)NCc2ccco2)c1	0	25	2	97	3	-1.6	0.1	26	-4
Cc1ccnc2nc(C(=O)NCCc3ccc(F)cc3)nn12	1	-2	-8	88	-1	-1.6	-1.8	.	-1
O=C(C[n+]1cccc2ccccc21)c1ccc(NC(=O)c2ccccc2)cc1	-4	-7	.	.	-3	-3.7	-3.1	14	9
COc1ccc(CCNC(=O)C2CCN(S(=O)(=O)c3ccc(C)cc3)CC2)cc1	-11	-6	4	101	-4	-6.1	-2.0	0	-43
O=C(OCC1OC(n2ccc(=O)[nH]c2=O)C(O)C1OC(=O)c1ccccc1)c1ccccc1 (stereo not drawn)	-4	7	4	108	1	-3.0	-1.8	8	-35
CCOCCCNS(=O)(=O)c1ccc(NC(=O)c2ccc([N+](=O)[O-])cc2Cl)cc1	0	12	-1	97	-3	-2.9	-0.6	25	0
O=C(NNC(=O)c1ccc([N+](=O)[O-])cc1C(=O)O)c1ccncc1	0	-4	0	104	-1	-1.0	1.8	16	0
O=C(NCCN1C(=O)S/C(=C\c2cccnc2)C1=O)C1=NN(c2ccccc2)C(=O)CC1	-1	18	-1	100	10	-0.5	-0.3	0	-6
Cc1nc2nc[nH]n2c(=O)c1CCOC(=O)c1c(F)cccc1F	3	13	-5	100	5	-2.9	-1.0	17	-4
CCc1cccc(NS(=O)(=O)c2ccc3c(c2)N(C)CCO3)c1	-6	.	6	100	1	-2.2	-4.0	25	-13
Cc1ccccc1C(=O)N1CCC(C(=O)N(C)CC(=O)Nc2cccc(F)c2)CC1	-5	6	1	101	1	-3.0	-2.6	0	-30
Cc1sc(N2C(=O)C3C4C=CC(C4)C3C2=O)c(C#N)c1C (stereo not drawn)	1	13	-1	101	-2	-2.9	-1.9	28	-5
O=C(O)CCCn1cc(NC(=O)c2cccc(F)c2)cn1	13	2	-18	71	-10	-1.2	1.6	27*	-1
Cc1cccn2c(=O)c3cc(C(=O)NCCCN4CCCC4=O)n(C)c3nc12	-2	10	-4	94	2	-0.7	17*	2	-26
O=C(Cc1ccccc1)NC(Nc1cccc2ccccc12)C(Cl)(Cl)Cl (stereo not drawn)	-2	12	6	109	1	-3.0	-4.0	11	-2
COc1ccc(NC(=O)c2cc3ccccc3cc2OC)cc1	5	4	5	105	4	-2.4	-0.5	20	-19

Screening data: PubChem, several laboratories
